# From PubChem
# SNCA expr inh = SNCA gene expression inhibition. HEK-293 SNCA-luciferase knock-in, luminescence, 24 h. Potency, µM (series often up to 57.2 µM), without a hit: at the highest dose activity change, negative = inhibition, hits mostly inhibitors. 0.17% of 140,000 active. AID 1671194;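 also: potency is read from the fitted curve at half-maximal effect; plate controls were DMSO cells for no effect and cell-free wells for full effect; nearly all actives have a fitted effect of over 45% in size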
# GPT2 inh = blocks human glutamate pyruvate transaminase 2; Recombinant GPT2, coupled pyruvate oxidase/HRP Amplex Red fluorescence; Potency, µM (top dose mostly 57.7 µM), without a hit: at the highest dose activity change, negative = inhibition, hits mostly inhibitors; 0.25% of 100,000 active; AID 1671188; also: potency is read from the fitted curve at half-maximal effect; nearly all actives have a fitted effect of over 60% in size; many of its hits are not listed in these tables
#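 Fluorescence read-out: pyruvate from GPT2 turnover coupled to pyruvate oxidase, HRP and Amplex Red (0.2mM ThPP, 0.2U/mL PO and HRP, 50uM Amplex final). Substrates 250uM a-KG, 2mM L-alanine; enzyme 10ng/uL; 30 min RT.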
# HEK cytotox = cytotoxic compounds in HEK 293 cells | 6.6% of 94,000 active | HEK 293 viability, ATP luminescence (CellTiter-Glo), 48-72 h | Potency, µM (titrated, usually from 115 µM), without a hit: at the highest dose activity change, negative = cytotoxicity, hits mostly inhibitors | AID 1345083; also: potency is read from the fitted curve at half-maximal effect; nearly all actives have a fitted effect of over 60% in size
#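 HEK 293 cells at 250 cells/well were exposed to compounds by pintool transfer for 48 or 72 hr at 37 degree Celsius, 5% CO2. Viability was read as ATP-coupled luminescence with CellTiter-Glo after 10 min at room temperature.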
# Luciferase inh = inhibitors of firefly (Photinus pyralis) luciferase | purified P. pyralis luciferase, luminescence, biochemical | AID 1347043 | 2.5% of 76,000 active | Potency, µM (doses to about 115 µM), for inactives: at the highest dose activity change, negative = inhibition, usual class: inhibitors | P08659; also: potency is read from the fitted curve at half-maximal effect; nearly all actives have a fitted effect of over 65% in size
# Target sequence (P08659 whole entry, looked up): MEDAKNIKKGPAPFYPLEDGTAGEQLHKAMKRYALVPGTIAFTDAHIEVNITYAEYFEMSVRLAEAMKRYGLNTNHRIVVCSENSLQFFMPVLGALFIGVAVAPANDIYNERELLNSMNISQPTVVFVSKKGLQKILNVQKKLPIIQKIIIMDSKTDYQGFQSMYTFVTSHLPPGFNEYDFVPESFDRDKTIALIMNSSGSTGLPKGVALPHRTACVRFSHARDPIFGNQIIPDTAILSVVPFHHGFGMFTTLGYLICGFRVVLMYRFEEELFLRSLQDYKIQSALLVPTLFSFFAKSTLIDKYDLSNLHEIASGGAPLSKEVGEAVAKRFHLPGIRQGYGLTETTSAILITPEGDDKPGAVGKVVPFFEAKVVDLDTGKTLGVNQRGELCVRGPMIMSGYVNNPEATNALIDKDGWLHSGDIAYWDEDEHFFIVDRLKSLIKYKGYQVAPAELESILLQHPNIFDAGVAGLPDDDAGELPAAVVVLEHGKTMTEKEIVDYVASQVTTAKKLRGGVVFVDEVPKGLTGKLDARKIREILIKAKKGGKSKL
#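 FLuc 10nM, D-luciferin 10uM, ATP 10uM, Mg acetate 10mM, Tris acetate pH 7.5, Tween/BSA; cpd qHTS; enzyme added last; CCD luminescence.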
# 3T3 cytotox = NIH 3T3 cell cytotoxicity | Potency, µM (titrated, usually from 96.7 µM), without a hit: top-dose activity change, negative = cytotoxicity, actives largely listed as inhibitors | 4.3% of 94,000 active | NIH 3T3 viability, CellTiter-Glo ATP luminescence, 48-72 h; also: potency is read from the fitted curve at half-maximal effect; nearly all actives have a fitted effect of over 55% in size
#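 Cytotoxicity is measured as loss of cellular ATP: NIH 3T3 cells (400/well) are exposed to compound for 48 or 72 hr at 37 °C, then CellTiter-Glo luminescence is imaged after 10 min at room temperature.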
# HEK293 viab = cell viability loss counter-screen; Potency, µM (highest dose often 57.1 µM), without a hit: at the top dose activity change, negative = cytotoxicity, hits mostly cytotoxic; 0.12% of 150,000 active; HEK-293-SNCA-luc viability, GF-AFC fluorescence, 24 h; AID 1671193;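 also: potency is read from the fitted curve at half-maximal effect; 0% = DMSO-treated cells and -100% = medium-only wells without cells; nearly all actives have a fitted effect of over 30% in size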
#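 Cytotoxicity counterscreen: after 24 h compound treatment of genome-edited SNCA-luciferase HEK-293 cells, live-cell protease substrate GF-AFC read by fluorescence after 30 min; activity scaled between DMSO (0%) and medium-only (-100%), curves Hill-fitted.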
# IP6K1 inhibitor = IP6K1 kinase inhibition; IP6K1 kinase, ADP-Glo luminescence, 2 h; stronger effect = lower value; AID 1645851; Q92551; activity change, % (series mostly up to about 58 µM); 0.81% of 140,000 active; in the data active = activity change below about -25%
# Target sequence (Q92551 whole entry, looked up): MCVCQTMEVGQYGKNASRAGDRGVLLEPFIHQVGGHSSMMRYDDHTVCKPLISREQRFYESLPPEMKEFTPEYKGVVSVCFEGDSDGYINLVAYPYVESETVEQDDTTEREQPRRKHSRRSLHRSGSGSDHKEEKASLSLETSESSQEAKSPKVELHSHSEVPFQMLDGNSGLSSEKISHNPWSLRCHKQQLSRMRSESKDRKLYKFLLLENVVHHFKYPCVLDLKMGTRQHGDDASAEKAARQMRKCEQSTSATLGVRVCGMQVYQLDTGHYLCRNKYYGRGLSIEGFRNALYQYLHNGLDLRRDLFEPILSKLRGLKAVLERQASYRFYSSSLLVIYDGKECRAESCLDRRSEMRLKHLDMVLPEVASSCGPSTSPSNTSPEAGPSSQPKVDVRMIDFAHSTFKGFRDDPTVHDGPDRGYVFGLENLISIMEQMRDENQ
#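 ADP-Glo luminescence measures ADP made by human IP6K1 during a 2 h RT reaction with ATP/IP6 (mix at 1.3 mM/130 uM); top library doses 57.5 and 19.1 uM final.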
# * marks the source's active call; other numbers are inactive results; i = inactive; u = inconclusive; x = no result given; & = joins results of further samples; [ ] = dose if it differs, or a comment. Unless noted, calls follow the shape of the dose curve; as a rule, active = well fitted curve in the direction sought with a large enough effect; inconclusive = small, poorly fitted or top-dose-only effect, or another doubt; inactive = no such curve, though single readings can be large; an effect the other way counts as inactive or inconclusive. Unless noted, % is scaled to controls: 0 for no effect and ±100 for the full control effect. A portion of the library; count on the stated rates, not on these rows.
# Every second line gives: SNCA expr inh	3T3 cytotox	Luciferase inh	HEK cytotox	GPT2 inh	IP6K1 inhibitor	HEK293 viab
- COc1cccc(NC(=O)NC[C@H]2O[C@@H](CC(=O)N3CCN(c4ccc(F)cc4)CC3)[C@H](O)[C@@H]2O)c1
  -19%	-11%	-5%	2%	0%	-4	3%
- O=C(Nc1ccc(Cl)nc1)c1ccc2cc[nH]c2n1
  76%&176%[activator][87.6 µM]	-15%&-23%[138 µM]	x	u	-1%&5%[88.5 µM]	2&-6	-12%&1%[87.6 µM]
- CN(C)S(=O)(=O)c1ccc(C(=O)N2CC(=O)Nc3ccc(Br)cc3C2c2ccc(F)cc2)cc1 (stereo not drawn)
  0%	x	x	x	x	1	-7%
- COc1ccc(CCN2C(=O)O[C@@H]3CN(C(=O)C4CCC4)C[C@@H]32)cc1
  21%	1%	-2%	i	4%	-1	7%
- Cc1cccc(CC(=O)NCCC2CCN(C(=O)Nc3ccccc3)CC2)c1
  8%	-16%	-1%	i	4%	5	-11%
- Cc1cc(C)c(NC(=O)CSc2nc(=O)n(Cc3cccnc3)c3c2CCC3)c(C)c1
  8%	x	x	x	x	8	-5%
- Cc1cn2nc(-c3nc(C4CCCN(C(=O)Cc5cccc(F)c5)C4)no3)cc2c(=O)[nH]1 (stereo not drawn)
  7%	-14%	u	u	i	0	2%
- Cc1cccc(-n2c(=O)c3ccccc3n(Cc3ccccc3)c2=O)c1
  -1%	x	x	x	x	-2	u
- CCOC(=O)N1CCc2c(sc3c2c(=O)n(Cc2ccccc2)c(=O)n3Cc2cc(C)ccc2C)C1
  -23%	x	x	x	x	28	8%
- Cc1ccc(CNC(=O)c2c(C)sc3ccn(C)c(=O)c23)cc1
  -20%	-5%	4%	-6%	u	6	7%
- CCCOc1ccc(CNC(=O)C(NS(=O)(=O)c2cccs2)C(C)C)cc1 (stereo not drawn)
  -7%	x	x	x	x	-3	7%
- COc1ccccc1Cc1nc(-c2nnn3c2COC(c2ccc(C)cc2)C3)no1 (stereo not drawn)
  6%	u	3%	-20%	i	-16	1%
- COc1cccc(-c2ccc(CN3CCCC3C(=O)NCc3ccc(F)cc3)cc2)c1 (stereo not drawn)
  -6%	u	x	u	-3%	-7	1%
- O=C(NCCOc1ccccc1)c1cnc2n1CCN(CC1CCOCC1)CC2
  30%[activator][87.6 µM]	4%[138 µM]	-1%[172 µM]	u	-10%[88.5 µM]	9	-10%[87.6 µM]
- COc1ccc(CC(=O)N[C@@H]2c3ccccc3C3(CCNCC3)[C@H]2OC)cc1
  3%	1%	1%	u	-6%	10	-3%
- COCC(=O)NC1CCCN(Cc2ccc(-c3cccc(OC)c3)cc2)C1 (stereo not drawn)
  -17%	u	x	u	-60%	-7	6%
- CC(C)c1nnc(C2CN(C(=O)Cc3ccccc3)CC23CCOCC3)o1 (stereo not drawn)
  5%	i	5%	-5%	i	-2	4%
- CCCNC(=O)C1COC2(CCN(C(=O)c3ccco3)CC2)N1C(=O)c1ccc(F)cc1 (stereo not drawn)
  -22%	-15%	-11%	-12%	i	-4	2%
- Cc1ccc(-c2noc([C@@H]3C[C@@H](O)CN3Cc3cccc(OC(F)(F)F)c3)n2)cc1F
  137%[activator]	u	-33%	u	u	6	6%
- O=C1CCN(S(=O)(=O)c2ccccc2)CCCN(C(=O)Cc2ccccc2)CCN1
  12%	-17%	1%	-5%	i	3	3%
- O=C(c1c(F)cccc1F)N1CCCC2(C1)NC(=O)N(Cc1cccc(Cl)c1)C2=O (stereo not drawn)
  u	-8%	-2%	-27%	i	-3	2%
- N#C/C(=C\c1cccc(F)c1)c1nc(-c2cc3c(ccc4ccccc43)oc2=O)cs1
  10%	x	x	x	x	-13	u
- FC(F)(F)C(F)(F)C(F)(F)C(F)(F)C(F)(F)C(F)(F)C(F)(F)C(F)(F)Br
  -9%[25.6 µM]	x	x	x	-2%	5	-25%[23.9 µM]
- CCCNC(C)(C)COC(=O)c1ccccc1
  -17%[25.6 µM]	x	x	x	4%	-6	20%[23.9 µM]
- COc1ccc(NC(=O)Cc2ccc(N(Cc3cccc(F)c3)C(=O)c3ccco3)cc2)cc1
  -7%	u	-4%	u	i	-10	-9%
- COc1ccc(C(=O)N[C@@H]2CCC[C@@H]2C(=O)NCc2cccnc2)cn1
  -6%	-5%	3%	-7%	i	16	-28%
- Cc1cc(C)cc(N2C(=O)N(CC(=O)c3ccc(Br)cc3)c3ccccc3S2(=O)=O)c1
  0%	x	x	x	x	1	-5%
- O=C(OCc1ccccc1)N1CCC2(CC1)C(=O)NN=C2C1CC1
  11%[87.6 µM]	-11%[138 µM]	3%[172 µM]	112µM*	1%[88.5 µM]	0	-7%[87.6 µM]
- CCN(CC)CCNC(=O)c1ccc(NC(C)=O)cc1
  3%	x	x	x	-36%	-10	u
- C=CCOc1c(OC)ccc2c1CN(CC)C(=O)CCN2C[C@@H](O)COCc1ccccc1
  x	u	x	u	x	-1	x
- COc1cccc(NC(=O)CN(C)S(=O)(=O)c2ccc3nc(C)sc3c2)c1
  -9%	x	x	x	x	0	-7%
- O=C1c2c(-c3nc(-c4ccsc4)no3)nnn2CCN1Cc1ccccc1
  -8%	-29%	-23%	-24%	i	-2	-3%[12.5 µM]
- O=C(NCc1ccc(F)cc1)c1cc(-c2cccs2)c2cccn2n1
  -21%	u	x	u	1%	0	-13%
- COc1cccc(CNc2cc(C)nc3nc(-c4ccc(C)cc4)nn23)c1
  54%[activator]	x	x	x	x	20	-16%
- COC(=O)c1c(C)sc(-c2c(-c3ccc4c(c3)OCCO4)[nH]c3c2c(=O)n(C)c(=O)n3C)c1O
  24%	x	x	x	x	12	2%
- Cc1ccc(CNC(=O)c2cc(-c3ccc(C(F)(F)F)cc3)nc3c2cnn3C)o1
  x	u	x	u	x	-10	x
- Fc1ccc(Nc2nc(SCc3cccc(Cl)c3)nc3ccccc23)cc1
  u	x	x	x	x	4	-2%
- Cc1cc(NC(=O)C2CCCN(S(=O)(=O)c3cccc4nsnc34)C2)ccc1Br (stereo not drawn)
  -14%	x	x	x	x	-2	5%
- O=C(NCCc1ccccc1)N1CCC(c2noc(-c3ccccc3)n2)C1 (stereo not drawn)
  u	u	0%	u	i	-8	u
- CCN1CCN(C(=O)c2nc3sccn3c2-c2ccc(F)cc2)CC1
  4%	-6%	x	i	i	5	-9%
- Cc1cn2c(=O)cc(COC(=O)c3ccc(NC(=O)c4ccccc4C)cc3)nc2s1
  0%	x	x	x	x	7	4%
- Cc1ccc(Cl)cc1N1CCN(C(=O)c2cccn2-c2nnc(N3CCCCC3)s2)CC1
  20%	x	x	x	x	7	9%
- COc1ccc(-c2ccc3c(c2)C(=O)N2CC[C@H](NC(=O)CSC)[C@H]2C(=O)N3)cc1
  38%[activator][87.6 µM]	u	25µM*	u	0%[88.5 µM]	0	4%[87.6 µM]
- CCN(CC)C(=O)[C@@H](C)C1CC[C@@]2(C)CC[C@H](NC(=O)COc3ccccc3)[C@@H](C)[C@@H]2[C@H]1O (stereo partly drawn)
  u	u	-4%	-16%	0%	9	-1%
- Cn1cc(C(=O)N2CCCCCCNC(=O)[C@@H]3CCC[C@@H]32)cn1
  -3%	-27%	-16%	-7%	-39%	0	-4%
- COc1cccc(C(=O)N2c3ccc(C)cc3C(C)(c3ccccc3)CC2(C)C)c1 (stereo not drawn)
  -23%	x	x	x	x	11	5%
- COc1cccc(S(=O)(=O)N2C[C@@H](Oc3ccccc3)C[C@@H]2C(=O)N2CCOCC2)c1
  7%	-13%	2%	-8%	i	2	-7%
- Cc1ccc(NC(=O)N2CCN(Cc3nc4ccc(C)cc4o3)CC2)cc1
  -3%	x	x	x	x	-11	1%
- COc1ccc(-c2cc3ncc(C)n3c(Nc3ncccc3C(N)=O)n2)cc1OC
  -6%	x	x	x	-13%	x	-14%
- O=C(NC1CC1)c1cc(-c2ccsc2)c2nncn2n1
  9%[87.6 µM]	-21%[138 µM]	x	-3%[172 µM]	i	10	5%[87.6 µM]

# An excerpt from above in order of count of non-hydrogen atoms, highest first:
# Every second line gives: SNCA expr inh	3T3 cytotox	Luciferase inh	HEK cytotox	GPT2 inh	IP6K1 inhibitor	HEK293 viab
- CCN(CC)C(=O)[C@@H](C)C1CC[C@@]2(C)CC[C@H](NC(=O)COc3ccccc3)[C@@H](C)[C@@H]2[C@H]1O (stereo partly drawn)
  u	u	-4%	-16%	0%	9	-1%
- COc1cccc(S(=O)(=O)N2C[C@@H](Oc3ccccc3)C[C@@H]2C(=O)N2CCOCC2)c1
  7%	-13%	2%	-8%	i	2	-7%
- COc1ccc(-c2ccc3c(c2)C(=O)N2CC[C@H](NC(=O)CSC)[C@H]2C(=O)N3)cc1
  38%[activator][87.6 µM]	u	25µM*	u	0%[88.5 µM]	0	4%[87.6 µM]
- Cc1ccc(NC(=O)N2CCN(Cc3nc4ccc(C)cc4o3)CC2)cc1
  -3%	x	x	x	x	-11	1%
- O=C(NC1CC1)c1cc(-c2ccsc2)c2nncn2n1
  9%[87.6 µM]	-21%[138 µM]	x	-3%[172 µM]	i	10	5%[87.6 µM]

# The list goes on:
# Every second line gives: SNCA expr inh	3T3 cytotox	Luciferase inh	HEK cytotox	GPT2 inh	IP6K1 inhibitor	HEK293 viab
- COc1ccc(N2CC(C(=O)NCCc3ccc(F)cc3)NC2=O)cc1 (stereo not drawn)
  -5%	-7%	-1%	-4%	-2%	1	0%
- O=C(CCn1c(=O)c2cccn2c2ccc(F)cc21)NCc1ccccc1F
  40%[activator]	x	x	x	x	-13	0%
- CCc1cc(NCCNC(=O)c2ccccc2Cl)n2nccc2n1
  4%	4%	1%	i	1%	24	8%
- O=C(CSc1nc2ncccc2o1)Nc1cccc(C(F)(F)F)c1
  175%[activator]	x	x	x	x	-1	-9%
- Cc1ccc(S(=O)(=O)c2[nH]c(-c3ccccc3)nc2SCC(N)=O)cc1
  17%	x	x	x	x	8	-11%
- CCN1C(=O)Cc2ccccc2C1C(=O)NCc1ccccc1Br (stereo not drawn)
  27%	-6%	-24%	-19%	u	5	6%
- COc1ccccc1CNC(=O)CCCCn1c(=O)c2ccccc2n(CC(=O)Nc2cc(Cl)ccc2C)c1=O
  u	x	x	x	x	-11	u
- Cc1noc(-c2cn(C3CCN(C(=O)c4cccc(Br)c4)CC3)nn2)n1
  -26%	u	6%	-12%	1%	2	-16%
- COc1cccc(CNC(=O)CCS(=O)(=O)c2ccc3c(c2)oc(=O)n3C)c1
  148%[activator]	x	x	x	x	14	5%
- COCC1CN(C(C)=O)CC12CCN(S(=O)(=O)C(C)C)CC2 (stereo not drawn)
  12%	-21%	-12%	-26%	-5%	2	19%
- CS(=O)(=O)N1CCCC1Cc1noc(-c2ccccc2)n1 (stereo not drawn)
  -8%	-15%	x	i	i	7	-8%
